Assay outcomes: PubChem, several laboratories
PvdQ acylase = P. aeruginosa PvdQ acylase inhibition. 340,000 tested, 0.063% active. inhibition, % at 10 µM. purified PvdQ acylase, fluorescence plate reader. AID 488965; in the data active = inhibition above about 30%, passing the limit was not always enough;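 also: 0% = vehicle neutral wells and 100% = reference inhibitor wells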
CAL PDZ inh = inhibitors of human CAL PDZ peptide binding; purified CAL PDZ, TMR-peptide fluorescence polarization, 1 h; inhibition, % at 20 µM; 330,000 tested, 0.02% active; Q9HD26;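 active = highest replicate inhibition of at least 40%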;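 also: plate controls were DMSO neutral control wells for no effect and unlabeled competitor peptide control wells for full effect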
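Read-out basis: mP drop reported as inhibition | Assay system: Tagged CAL PDZ protein CerCALP, purified | Benchmarks: Unlabelled peptide for full inhibition, DMSO wells as neutral | Schedule: 1 h incubation at room temperature before polarization reading | Buffer or medium: Sodium phosphate/NaCl buffer pH 7.4 with TCEP, IgG, Thesit | Doses: Single point, 20 µM | Measured by: Fluorescence polarization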
AddAB inh = less growth of phage-infected E. coli with AddAB; E. coli expressing H. pylori AddAB, absorbance growth; 330,000 tested, 0.29% active; inhibition, % at 11.9 µM; in the data active = inhibition above about 12%;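 also: 0% = vehicle wells of infected cells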
phage Ecoli inh = E. coli growth loss with phage present; AID 651602; 360,000 tested, 0.26% active; growth absorbance; inhibition, % at 11.9 µM; in the data active = inhibition above about 11%
DAGLB inhibitor = blocks human DAGLB lipase activity | Q8NCG7 | HEK293T DAGLB membrane lysate, EnzChek fluorogenic substrate | inhibition, % at 5.17 µM | 340,000 tested, 0.059% active | AID 504411; in the data active = inhibition above about 34%;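 also: 0% = enzyme with vehicle and 100% = wells lacking enzyme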
Target sequence (Q8NCG7 whole entry, looked up): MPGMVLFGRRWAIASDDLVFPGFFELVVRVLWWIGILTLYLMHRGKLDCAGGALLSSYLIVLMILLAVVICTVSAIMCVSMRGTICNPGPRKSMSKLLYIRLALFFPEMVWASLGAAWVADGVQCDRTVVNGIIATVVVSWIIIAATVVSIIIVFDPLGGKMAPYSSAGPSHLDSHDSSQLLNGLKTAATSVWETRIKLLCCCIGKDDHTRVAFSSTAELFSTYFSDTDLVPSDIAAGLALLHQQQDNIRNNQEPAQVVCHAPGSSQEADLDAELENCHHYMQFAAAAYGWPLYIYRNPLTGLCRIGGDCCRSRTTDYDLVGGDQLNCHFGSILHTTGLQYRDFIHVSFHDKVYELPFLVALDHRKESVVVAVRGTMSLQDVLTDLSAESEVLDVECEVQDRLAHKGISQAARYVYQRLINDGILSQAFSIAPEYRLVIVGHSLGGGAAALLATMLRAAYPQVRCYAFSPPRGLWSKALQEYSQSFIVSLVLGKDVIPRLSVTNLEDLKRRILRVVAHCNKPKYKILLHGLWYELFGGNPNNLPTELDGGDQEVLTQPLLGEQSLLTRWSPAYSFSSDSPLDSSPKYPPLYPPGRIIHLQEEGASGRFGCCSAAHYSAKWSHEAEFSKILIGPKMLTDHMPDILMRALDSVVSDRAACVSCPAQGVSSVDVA
Tat transport = E. coli Tat transport inhibition; inhibition, % at 10 µM; E. coli MC4100 TorA-mCherry Tat export, fluorescence; AID 488895; 340,000 tested, 0.036% active;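 active = mean replicate inhibition at least 50% and at least half of replicates individually reaching 50%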;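 also: exported cargo escapes ClpAP degradation while cytoplasmic cargo is degraded and loses fluorescence; 0% = median of neutral control wells and 100% = median of NaSCN control wells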
Rtt109 Vps75 = C. albicans Rtt109 histone acetyltransferase inhibition; Q5AAJ8; purified Rtt109/Vps75, ThioGlo CoA-SH fluorescence, 4 h; inhibition, % at 34.9 µM; 330,000 tested, 0.16% active;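 active = inhibition of at least 50% in every replicate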
Target sequence (Q5AAJ8 whole entry, looked up): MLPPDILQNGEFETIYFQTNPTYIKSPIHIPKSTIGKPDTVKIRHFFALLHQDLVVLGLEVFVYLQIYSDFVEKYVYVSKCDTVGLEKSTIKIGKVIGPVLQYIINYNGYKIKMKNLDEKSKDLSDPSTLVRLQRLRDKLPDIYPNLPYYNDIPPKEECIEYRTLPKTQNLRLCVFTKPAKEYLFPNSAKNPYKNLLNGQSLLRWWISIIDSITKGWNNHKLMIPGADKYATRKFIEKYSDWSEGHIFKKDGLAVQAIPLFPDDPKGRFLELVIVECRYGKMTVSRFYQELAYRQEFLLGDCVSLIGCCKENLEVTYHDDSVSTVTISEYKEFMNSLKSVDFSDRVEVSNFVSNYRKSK
E coli growth = bacterial growth inhibition, counter-screen for AddAB inhibitors. E. coli V3065 growth, OD600 absorbance, 18 h. inhibition, % at 11.9 µM. 330,000 tested, 0.27% active;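 active = inhibition above the campaign's mean inhibition across all tested compounds plus 3 SD, cut at about 9.9% in these data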;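 also: uninfected addAB+ strain grown without phage in ampicillin broth; 0% = DMSO wells and 100% = ciprofloxacin 0.95 µg/ml wells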
Wnt act = activates Wnt/beta-catenin signaling in a reporter cell assay | activation, % at 9.35 µM | activator, plate reader | 300,000 tested, 1.2% active | AID 743398; in the data active = activation above about 30%, passing the limit was not always enough;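 also: 0% = neutral control wells and 100% = positive control wells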
PfHsp90 set2 = inhibits growth of yeast expressing Plasmodium falciparum Hsp90. inhibition, % at 9.4 µM. 310,000 tested, 0.32% active. S. cerevisiae expressing PfHsp90, BacTiter-Glo ATP, 48 h; yeast lacking PDR1 and PDR3 efflux regulators;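 active = every replicate shows inhibition above about 80%, whatever the replicate mean, limit read from the data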;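 also: 0% = DMSO neutral controls and 100% = 20 µM radicicol positive controls; yeast relying on Plasmodium falciparum Hsp90 in place of its own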
An asterisk follows results filed as active; / = not tested or not shown; + = active, no number.

SMILES | PvdQ acylase | CAL PDZ inh | AddAB inh | phage Ecoli inh | DAGLB inhibitor | Tat transport | Rtt109 Vps75 | E coli growth | Wnt act | PfHsp90 set2
O=C(CC(NC(=O)OCc1ccccc1)C(=O)OCc1ccccc1)OCc1ccccc1 (stereo not drawn) | -11 | 0.0 | / | -0.2 | -9 | 10 | 1 | / | 0 | -13
Cc1nc(C)n(C(Oc2ccc(Cl)cc2Cl)C(=O)C(C)(C)C)n1 (stereo not drawn) | -15 | -0.1 | 2.1 | 2.4 | -1 | 9 | 6 | -2.9 | -1 | -3
Cc1cccc(C(C)C)c1NS(=O)(=O)c1cn(C)nc1C | 1 | -1.8 | 1.5 | -0.7 | 0 | -1 | 3 | -0.8 | 0 | 4
CC1C(=O)N2CCCc3cc(S(=O)(=O)N4CCN(c5ccc(F)cc5)CC4)cc1c32 (stereo not drawn) | -5 | -0.7 | -0.9 | -0.3 | -1 | 2 | 0 | 0.1 | 2 | 7
CCC1CCCCN1CC(C)(C)NS(=O)(=O)c1ccccc1 (stereo not drawn) | 4 | 1.3 | -0.3 | 1.2 | -7 | 23 | 6 | 0.3 | 3 | 16
C=CCn1c(=N)n(CC(=O)c2ccccc2)c2ccccc21 | -23 | -0.4 | 3.2 | 3.3 | -1 | 0 | 4 | -2.8 | 15 | -6
CC(C)CC(C(=O)Nc1ccccc1)N1C(=O)C2C3C=CC(C3)C2C1=O (stereo not drawn) | 10 | -0.1 | 0.3 | 1.4 | -3 | -11 | 26 | -0.5 | -1 | /
Cc1ccc(NC(=O)C2CCCN2C(=O)OCc2ccccc2)c(C)c1 (stereo not drawn) | 4 | -1.4 | -3.1 | -1.6 | -2 | -5 | 6 | -1.9 | -1 | 8
CCOC(=O)c1oc2cc(O)c(CC)cc2c(=O)c1-c1cscn1 | -13 | -1.1 | 3.5 | 2.2 | 1 | 1 | 2 | 1.9 | -1 | 7
O=c1cnnc(Nc2cccc(F)c2)[nH]1 | -2 | -0.1 | 1.3 | 5.8 | 0 | 3 | -12 | 1.8 | -1 | 21
CC1CCc2cc(F)cc3c(O)c(C(=O)NCCN(C)C)c(=O)n1c23 (stereo not drawn) | -12 | -0.1 | -2.4 | 3.8 | 3 | -9 | -6 | 1.6 | 1 | -1
O=C(Nc1ccc(F)cc1)c1nc[nH]c1C(=O)Nc1ccccc1[N+](=O)[O-] | -10 | -0.4 | 2.4 | -0.4 | 0 | 6 | -7 | -0.5 | -5 | 18
COc1cccc(CN(C(=O)Cn2nnc(-c3ccccc3F)n2)C(C(=O)NC(C)(C)C)c2ccncc2)c1 (stereo not drawn) | -18 | -0.7 | 1.4 | 3.8 | -4 | 12 | 6 | -0.6 | -10 | -16
COc1ccc(N2C(N)=C(C#N)C(c3ccsc3)C3=C2CCCC3=O)c(OC)c1 (stereo not drawn) | -10 | -0.1 | 2.4 | 5.7 | 3 | -11 | 0 | -1.0 | / | 9
CC(Sc1ncn[nH]1)C(=O)Nc1cc(C(F)(F)F)ccc1Cl (stereo not drawn) | -21 | -0.5 | -1.5 | 2.4 | -2 | 4 | 5 | -0.2 | -2 | -1

Complete entries, quoted from the list. Order of values: PvdQ acylase | CAL PDZ inh | AddAB inh | phage Ecoli inh | DAGLB inhibitor | Tat transport | Rtt109 Vps75 | E coli growth | Wnt act | PfHsp90 set2
`O=c1cnnc(Nc2cccc(F)c2)[nH]1` in the list: -2 | -0.1 | 1.3 | 5.8 | 0 | 3 | -12 | 1.8 | -1 | 21
`O=C(Nc1ccc(F)cc1)c1nc[nH]c1C(=O)Nc1ccccc1[N+](=O)[O-]` in the list: -10 | -0.4 | 2.4 | -0.4 | 0 | 6 | -7 | -0.5 | -5 | 18
`O=C(CC(NC(=O)OCc1ccccc1)C(=O)OCc1ccccc1)OCc1ccccc1` (stereo not drawn) in the list: -11 | 0.0 | / | -0.2 | -9 | 10 | 1 | / | 0 | -13

(cont.)
SMILES | PvdQ acylase | CAL PDZ inh | AddAB inh | phage Ecoli inh | DAGLB inhibitor | Tat transport | Rtt109 Vps75 | E coli growth | Wnt act | PfHsp90 set2
Cc1cc(OCC(=O)N2CCOCC2)ccc1NC(=O)c1ccccc1C | -5 | 0.9 | 1.5 | 4.3 | 3 | -1 | 1 | 0.8 | 4 | 8
COC(=O)Nc1ccc(S(=O)(=O)N2c3ccccc3CCC2C)cc1 (stereo not drawn) | -15 | -3.6 | 0.3 | 0.6 | -4 | -1 | 3 | 1.6 | / | 7
COc1cc(C(=S)N2CCOCC2)cc(OC)c1OC(=O)c1cc([N+](=O)[O-])c(C)c([N+](=O)[O-])c1 | 3 | 0.4 | 3.2 | 1.9 | 1 | -6 | 3 | -0.1 | -11 | 22
CCN(CC(=O)Nc1ccccc1OC)C(=O)c1cc(S(=O)(=O)N2CCCCCC2)ccc1OC | -4 | -0.3 | 0.5 | 3.7 | 1 | -2 | -6 | 1.3 | -2 | /
CCOc1ccc2[nH]cc(C(=O)NCCCN3CCOCC3)c(=O)c2c1 | -9 | -1.0 | 8.3 | 2.1 | -1 | -3 | -2 | 2.2 | 3 | /
CC1(C)C(=O)Nc2ccccc2N1C(=O)CSc1nnc2c(Cl)cc(Cl)cn12 | 0 | -0.9 | 3.9 | 2.4 | 2 | 3 | 28 | 3.1 | 0 | 2
CCN(CC(=O)NCc1ccc(Cl)cc1)C(=O)c1cc(S(=O)(=O)NCc2ccccc2)ccc1C | -4 | -0.4 | 1.3 | 2.5 | -2 | 0 | 8 | -0.2 | 2 | 7
O=C(O)CSc1c2c(nc3cc(C(=O)Nc4cccc(C(F)(F)F)c4)ccc13)CCC2 | -7 | -4.6 | -0.8 | 2.5 | 8 | -7 | -4 | -1.4 | -4 | -13
Cc1cc(O)ccc1Nc1nc2ccccc2nc1Nc1ccc(O)cc1C | 4 | 1.7 | -1.3 | 2.2 | 2 | -15 | 9 | -1.0 | / | /
C=CCc1c(C)nc2cc(-c3ccccc3)[nH]n2c1=O | -1 | -1.3 | / | 5.9 | 0 | 5 | 2 | / | 46* | -1
Cn1cnc2cc(NC(=O)c3cccs3)ccc21 | -27 | -1.1 | -0.8 | -0.2 | 1 | 1 | 1 | 0.0 | 13 | -8
O=C1CC2(CCN(C(=O)COc3ccccc3F)CC2)Oc2ccccc21 | -7 | -1.4 | 4.7 | 2.6 | 2 | -8 | -4 | 1.1 | -1 | 10
O=C(Nc1ccc(-c2csnn2)cc1)C1CC1 | -14 | -1.2 | 0.9 | 1.1 | 2 | -5 | -10 | 1.2 | 27 | 17
COc1ccc(OC)c(C2C(C(=O)c3cccs3)=C(O)C(=O)N2CCN2CCOCC2)c1 (stereo not drawn) | -9 | -0.3 | / | 2.7 | -3 | -5 | -2 | / | 3 | 10
Cc1ccc(C(=O)OC(C)CN2CCOCC2)cc1 (stereo not drawn) | -9 | 15 | -0.1 | 1.1 | -2 | 0 | 3 | 1.0 | 1 | 8
CCN(C(=O)c1ccc2c(OC)n(CC)nc2c1)c1ccc(OC)cc1 | -9 | 1.2 | 0.6 | 1.1 | 1 | -2 | -10 | -0.7 | 1 | -23
Cc1c2ccccc2c(C)c2c1ccc1ccccc12 | -8 | 0.1 | 1.1 | 1.5 | -8 | -11 | 4 | 1.6 | 13 | -2
COc1ccc(Cn2ccc(=O)c(Cc3c(Cl)cccc3Cl)c2C)cc1 | -7 | / | 0.3 | 3.4 | 0 | 1 | 6 | -2.5 | / | 7
C#CCOCCOCCOCCNc1nc(N2CCN(C(=O)Cn3cc(CCCN=C(N)N)nn3)CC2)nc(N2CCN(C(=O)[C@H](C)n3cc(CCCN=C(N)N)nn3)CC2)n1 | -7 | -0.6 | 2.4 | 1.9 | 5 | -8 | -3 | -0.5 | -3 | 14
CCOC(=O)/C(=C/C=C/c1ccccc1)NC(=O)c1ccccc1 | -4 | -1.9 | -1.7 | 3.3 | -2 | -3 | / | -1.6 | 3 | 6
COc1cccc(N(CC(=O)NC2CCCCC2)C(=O)c2snc(C(N)=O)c2N)c1 | -4 | -3.0 | 2.2 | -0.2 | 5 | 3 | 15 | 0.1 | -4 | -25
COc1ccccc1NC(=O)Oc1cccc(OC(=O)c2ccccc2)c1 | 18 | -0.4 | -0.9 | 3.6 | -5 | -3 | -7 | -0.9 | 0 | 11
CCOc1ccccc1C(c1c(O)nc(SC)[nH]c1=O)c1c(O)nc(SC)[nH]c1=O | / | / | 0.6 | 1.6 | / | / | / | 0.1 | 0 | /
O=C(COC(=O)c1cc(S(=O)(=O)N2CCCCC2)ccc1N1CCOCC1)NCCc1ccc(F)cc1 | 0 | -2.6 | -0.6 | 0.7 | 0 | 5 | 22 | 1.4 | -2 | -88
COc1ccc(-c2nsc3c(N4CCN(C(=O)c5ccco5)CC4)ncnc23)cc1 | -16 | -0.2 | 4.6 | 0.4 | 0 | -2 | -9 | 1.6 | -5 | -5
O=C(NCc1cccs1)C1CCCN1S(=O)(=O)c1ccccc1F (stereo not drawn) | -16 | / | 2.1 | 2.5 | 0 | 0 | -23 | -0.2 | / | /
O=S(=O)(NCc1cccs1)c1ccc(Cl)s1 | 9 | -0.1 | -2.0 | 3.4 | 3 | 13 | -3 | -1.7 | 1 | -34
Cc1cc(C(=O)NC2CCCc3ccccc32)ccc1[N+](=O)[O-] (stereo not drawn) | -9 | -3.1 | 0.3 | 3.0 | -2 | -1 | 2 | 0.4 | -3 | -3
CCc1ccc(CN(C)C(=O)c2ccc3c(=O)n4c(nc3c2)CCC4)cc1 | -18 | -3.7 | 4.0 | 3.5 | 1 | 0 | -3 | -0.9 | -1 | -8
CCN(CC)c1ccc(NC(=O)CCCOc2cccc(C)c2)cc1 | -2 | -2.1 | / | 3.6 | -2 | 2 | 18 | / | 1 | -29

Records above shown as hits in Wnt act.
SMILES	PvdQ acylase	CAL PDZ inh	AddAB inh	phage Ecoli inh	DAGLB inhibitor	Tat transport	Rtt109 Vps75	Wnt act	PfHsp90 set2
C=CCc1c(C)nc2cc(-c3ccccc3)[nH]n2c1=O	-1	-1.3	/	5.9	0	5	2	46*	-1

(continued)
SMILES | PvdQ acylase | CAL PDZ inh | AddAB inh | phage Ecoli inh | DAGLB inhibitor | Tat transport | Rtt109 Vps75 | E coli growth | Wnt act | PfHsp90 set2
CC(Oc1ccc2c(-c3ccccc3)cc(=O)oc2c1)C(=O)N[C@H](Cc1c[nH]c2ccccc12)C(=O)O (stereo partly drawn) | -2 | 0.0 | 2.4 | 1.8 | 3 | -5 | 8 | 1.5 | 2 | -27
Cc1ccc(NC(=O)c2cc(N3C(=O)C=CC3=O)ccc2N2CCOCC2)cc1 | 7 | 3.6 | / | 2.0 | 6 | 12 | + | / | -3 | 106*
CCOC(=O)C/C(C)=N/NC(=O)c1cccs1 | 6 | -0.9 | 1.1 | / | 0 | 10 | 28 | -0.5 | -5 | -10
O=C(NCCNC(=O)C(F)(F)F)c1ccncc1 | -13 | -0.3 | -1.0 | 1.0 | 2 | -4 | -3 | -1.7 | / | 7

As a short view, two of the compounds above:
SMILES | PvdQ acylase | CAL PDZ inh | AddAB inh | phage Ecoli inh | DAGLB inhibitor | Tat transport | Rtt109 Vps75 | E coli growth | Wnt act | PfHsp90 set2
CCOC(=O)C/C(C)=N/NC(=O)c1cccs1 | 6 | -0.9 | 1.1 | / | 0 | 10 | 28 | -0.5 | -5 | -10
O=C(NCCNC(=O)C(F)(F)F)c1ccncc1 | -13 | -0.3 | -1.0 | 1.0 | 2 | -4 | -3 | -1.7 | / | 7
